Glyco luc inh: blocks N-linked glycosylation in D54 reporter cells; D54 ERlucT glycosylation luciferase reporter, 24 h; percent of 100 nM tunicamycin response; reporter increase, % at 12.5 µM; 0.23% of 360,000 active; AID 588692;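 active = mean luciferase reporter signal, scaled so untreated is 0 and the glycosylation-blocking control 100, at or above a set limit in every replicate; inconclusive = mean reaches the limit but not every replicate does; inactive = mean below the limit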;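 note: luciferase carries N-glycosylation sites so blocking glycosylation raises the light; 0% = median of neutral control wells and 100% = median of 100 nM tunicamycin wells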
PDI inh: PDI (human) enzyme inhibition; PDI insulin aggregation turbidity, A650, 90 min; inhibition, % at 10 µM; 0.052% of 350,000 active; AID 588391;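 active = mean inhibition across replicates of 30% or more, whatever share of single replicates reach that level; inconclusive = mean inhibition below 30% while every single replicate reaches 30%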;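 note: absorbance from insulin aggregation driven by PDI reduction with DTT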
MC4R ag barr: human MC4R agonism via beta-arrestin; U2OS MC4R beta-arrestin complementation, luminescence; percent of melanotan II response, DMSO zero; activation, % at 8.9 µM; 0.98% of 360,000 active; P32245;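 active = activation above a per-plate cutoff, the mean activation of sample wells on that plate plus 3 SD, cut at about 8% in these data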
Granule exo inh: blocks lytic granule exocytosis; AID 651702; TALL-104 LAMP-1 surface exposure, flow cytometry; cells stimulated with thapsigargin and PMA; 0.66% of 360,000 active; inhibition, % at 10 µM;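 active = inhibition above about 55%, limit read from the data; inconclusive = no clear call, values can overlap the other calls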
CaV13 FRET inh: Primary screen for inhibitors of IQ motif and Ca2+-dependent inactivation inhibitor domain binding in CACNA1D, Förster resonance energy transfer in living cells, … | HEK cells, CFP/YFP FRET ICDI-IQ, plate reader, 10 min; percent FRET-ratio fall versus neutral wells | inhibition, % at 12.3 µM | 0.098% of 340,000 active | AID 743397;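 active = mean replicate inhibition of at least 30% and at least 1% of replicates passing that level; inconclusive = only one of the two criteria is met; inactive = neither criterion is met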;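 note: 0% = median of the neutral control wells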
ABHD5 PLIN5 PPI: ABHD5-PLIN5 protein interaction inhibition; Q00G26+Q8WTS1; Split G. princeps luciferase complementation, luminescence, 4 h; inhibition, % at 4 µM; 0.78% of 360,000 active; AID 602281;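 active = inhibition above the mean inhibition across every tested compound plus 3 SD, cut at about 22% in these data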;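 note: 0% = DMSO only wells and the 100% control is not disclosed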
MC4R antag cAMP: blocks human MC4R cAMP signaling | MC4R-expressing cells, MTII-stimulated cAMP, LANCE TR-FRET | 0.48% of 360,000 active | AID 540295 | inhibition, % at 6.5 µM | P32245;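 active = inhibition above its plate's cutoff, the mean of tested wells on that plate plus 3 SD, cut at about 29% in these data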;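 note: 0% = Melanotan II alone and 100% = Melanotan II plus saturating MCL0020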
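Assay system: human MC4R-expressing U2OS cells; reagent: Melanotan II stimulation of cells; dosing: 6.5 µM single dose; timing: compound 30 min, challenge 1 h, detection 1 h; signal: TR-FRET cAMP assay; replicates: one well per compound, no replicates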
Cardio protect: protects H9c2 cardiomyocytes from peroxide injury; 0.63% of 360,000 active; H2O2 injury protection, ATPLite, 2 h; AID 588492; protection from H2O2 cell death, % at 20 µM;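 active = compounds giving at least 50% protection of heart cells from peroxide-induced death in the single-dose screen, raw or plate-pattern-corrected value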;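 note: 0% = DMSO wells with peroxide and 100% = DMSO wells without peroxide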
ABCB6 inh 2: inhibitors of human ABC transporter ABCB6. 0.19% of 360,000 active. Q9NP58. fluorescence ratio to DMSO, % at 10 µM. K562-ABCB6 porphyrin accumulation, flow cytometry, 1 h; stronger effect = lower value;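 active = fluorescence ratio to DMSO below 75%, the collection mean minus 3 SD; inconclusive = too few cells collected in the well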;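 note: signal is porphyrin accumulated inside mitochondria; 100% equals median channel fluorescence of DMSO control wells; lower ratio means ABCB6 inhibition with less porphyrin fluorescence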
Target sequence (Q9NP58 whole entry, looked up): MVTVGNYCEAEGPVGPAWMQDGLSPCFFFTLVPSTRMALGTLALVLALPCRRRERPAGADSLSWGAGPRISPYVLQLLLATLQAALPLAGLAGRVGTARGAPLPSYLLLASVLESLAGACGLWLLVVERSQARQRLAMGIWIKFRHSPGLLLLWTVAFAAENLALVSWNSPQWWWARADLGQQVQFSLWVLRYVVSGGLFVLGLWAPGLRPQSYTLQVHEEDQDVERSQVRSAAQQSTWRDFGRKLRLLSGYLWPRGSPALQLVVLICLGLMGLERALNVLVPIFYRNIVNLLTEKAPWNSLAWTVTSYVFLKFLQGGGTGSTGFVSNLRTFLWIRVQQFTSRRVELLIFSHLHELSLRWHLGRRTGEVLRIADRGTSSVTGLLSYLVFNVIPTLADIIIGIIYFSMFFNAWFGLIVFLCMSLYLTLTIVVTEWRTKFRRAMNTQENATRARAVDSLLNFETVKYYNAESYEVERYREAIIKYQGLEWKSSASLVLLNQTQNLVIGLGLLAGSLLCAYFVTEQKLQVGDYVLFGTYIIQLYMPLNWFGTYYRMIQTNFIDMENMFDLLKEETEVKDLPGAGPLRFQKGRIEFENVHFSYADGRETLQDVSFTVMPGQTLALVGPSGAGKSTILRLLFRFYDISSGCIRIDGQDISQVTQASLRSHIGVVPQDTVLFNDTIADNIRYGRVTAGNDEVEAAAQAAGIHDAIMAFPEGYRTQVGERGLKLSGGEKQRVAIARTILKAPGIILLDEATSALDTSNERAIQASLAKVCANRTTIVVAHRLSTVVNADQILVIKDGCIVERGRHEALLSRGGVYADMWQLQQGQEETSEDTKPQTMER
HTR2A ag: activates the mouse 5-HT2A serotonin receptor. CHO-K1 mHTR2A beta-arrestin complementation, luminescence; percent of 30 µM serotonin response. activation, % at 7.6 µM. 0.66% of 360,000 active. AID 624169;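 active = activation above a run cutoff, the mean activation of all tested compounds plus 3 SD, cut at about 14% in these data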;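 note: 0% = plate median of compound wells and 100% = 30 µM serotonin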
* = called active by the depositor; ? = inconclusive; . = not tested or not shown.

nr | molecule | CaV13 FRET inh | ABHD5 PLIN5 PPI | MC4R antag cAMP | Cardio protect | PDI inh
1 | Cc1oc(C(=O)O)cc1CSCc1cc(C(=O)O)c(C)o1 | -5 | -1 | 4 | 0 | 3
2 | Cc1cc(C)c(S(=O)(=O)N2CCCC(C(=O)NCc3ccncc3)C2)c(C)c1 (configuration not stated) | . | 3 | 0 | 1 | 7
3 | COc1ccccc1NC(=O)c1ccccc1SCC(=O)N1CCCC1 | -14 | -1 | 6 | 0 | -4
4 | COc1ccc(S(=O)(=O)N2CCN(S(=O)(=O)c3ccc(C(F)(F)F)cc3)CC2)cc1C | -4 | 1 | -3 | -5 | 3
5 | CCC(Cc1ccccc1)NC(=O)c1ccc2nc(N3CCOCC3)sc2c1 (configuration not stated) | -6 | -4 | 10 | 12 | -5
6 | COc1ccc(-c2nc3c(Cl)cc(C(F)(F)F)cn3c2Cc2ccc(C)cc2)cc1OC | -6 | -9 | . | -12 | .
7 | COC(=O)COc1c(/C=C\c2nc(O)c([N+](=O)[O-])c(=O)[nH]2)cccc1OC | -20 | 18 | 3 | 0 | 6
8 | CC(C)c1nc(C(N)=O)c2[nH]c(=O)n(-c3ccc(F)cc3)c2n1 | -5 | 4 | 15 | 15 | -10
9 | CN(c1nnc(N)s1)C1CCCCC1 | -2 | 4 | 6 | 8 | .
10 | Cc1cccc(C)c1NC(=O)COC(=O)c1c2c(nc3ccccc13)/C(=C\c1ccc3c(c1)OCO3)CCC2 | -26 | 5 | 13 | 15 | -7
11 | NS(=O)(=O)c1cnccc1Oc1cccc(Cl)c1 | -4 | -2 | 14 | 1 | -1
12 | S=C(Nc1ccccc1Cl)NC1CC2CCCC(C1)N2C1CC1 (configuration not stated) | -6 | -7 | 10 | -4 | 2
13 | N=C(N)n1c(N)nc2ccccc2c1=O | -4 | 8 | 10 | 44 | 0
14 | CCC(C)N(C(=O)CSc1nnc(COc2ccccc2F)n1N)C1CCS(=O)(=O)C1 (configuration not stated) | -6 | 6 | 18 | 0 | -8
15 | C/C(=N\Nc1c(Cl)c(Cl)nc(C(=O)O)c1Cl)c1ccc(O)cc1 | -5 | -4 | -5 | 1 | 15

nr | MC4R ag barr | Granule exo inh | Glyco luc inh | HTR2A ag | ABCB6 inh 2
1 | 2.9 | -4 | 4 | 0 | 111
2 | -2.1 | 2 | 1 | -6 | 94
3 | -2.5 | -4 | -1 | 14* | 96
4 | -3.7 | -1 | 5 | 1 | 88
5 | 0.7 | -2 | ? | -3 | 100
6 | . | -8 | -6 | 3 | 101
7 | -0.8 | -4 | 2 | 0 | 98
8 | 1.4 | -7 | 3 | -8 | 97
9 | -1.0 | -2 | 2 | 1 | 97
10 | -1.1 | 3 | -4 | 0 | 103
11 | -3.1 | -1 | 2 | -3 | 97
12 | -1.6 | 87* | 0 | 4 | 98
13 | -1.1 | -16 | 4 | -1 | 93
14 | -2.1 | -1 | 3 | -7 | 102
15 | -1.0 | -9 | 3 | -1 | 103

Continued.
nr | molecule | CaV13 FRET inh | ABHD5 PLIN5 PPI | MC4R antag cAMP | Cardio protect | PDI inh
16 | CCOc1cccc(-c2nc(C(N)=O)c3[nH]c(=O)n(-c4cccc(Cl)c4)c3n2)c1O | -6 | -4 | -2 | 0 | .
17 | COc1ccc2nc(SCC(=O)Nc3cc(C)on3)[nH]c2c1 | -8 | 1 | 10 | 1 | -3
18 | CC1CCCN(CC(O)COCC2COc3ccccc3O2)C1 (configuration not stated) | -6 | 5 | 5 | 14 | 1
19 | O=C(COC(=O)COc1ccc(Cl)cc1)NC1CC1 | -2 | 2 | 1 | 5 | -3
20 | CCc1nc2c(OCCC3CCCCC3)cccn2c1N(C)C(=O)c1ccco1 | -5 | -1 | 1 | -1 | 4
21 | Cc1nn(CC(=O)NC(C)C)c(C)c1[N+](=O)[O-] | -2 | 10 | 5 | 7 | -4
22 | CCCCCCCCN1C(=O)[C@H](CC(=O)NCC23CC4CC(CC(C4)C2)C3)C[C@@]2(C(=O)OC)CCCCC=C12 | -4 | -9 | . | . | .
23 | Cn1c(=O)[nH]c(=O)c2c1nc1n2CCCN1CCc1ccccc1 | . | -14 | 1 | 1 | -4
24 | O=C1OC[C@@H]2CCCN2C(=O)[C@H](CC(=O)N(CCO)Cc2ccccc2)C/C=C\CC[C@H]1Cc1ccc(F)cc1 | -12 | 8 | 0 | 3 | 1
25 | CCOC(=O)c1ccccc1NC(=O)c1cccc(F)c1 | . | -5 | 3 | -6 | -21
26 | O=C(N/N=C/c1ccccc1)c1ccc(NC(=O)c2ccc(F)cc2)cc1 | -2 | -4 | 7 | 5 | 9
27 | CCCCNC(=O)C1(C)CCCCN1CC(=O)c1ccc(OC)cc1 (configuration not stated) | -5 | -5 | 7 | -2 | -4
28 | CCc1nn2c(=O)cc(COC(=O)c3cc(Cl)c(OC)c(OC)c3)nc2s1 | -16 | -5 | 1 | -9 | 2
29 | Cc1cc(N)ccc1NC(=O)c1ccccc1 | -4 | 2 | 3 | -1 | 5
30 | O=C(c1ccc(NS(=O)(=O)c2ccc(F)cc2)cc1)N1CCOCC1 | -5 | 0 | -1 | 0 | 4

nr | MC4R ag barr | Granule exo inh | Glyco luc inh | HTR2A ag | ABCB6 inh 2
16 | 0.6 | 3 | 7 | -3 | 98
17 | -0.3 | 2 | 3 | 2 | 96
18 | -0.4 | -1 | -1 | -1 | 103
19 | -0.4 | -6 | -1 | 0 | 94
20 | 1.2 | 0 | -1 | -6 | 84
21 | 3.0 | 1 | 4 | 0 | 102
22 | . | -3 | . | -1 | 98
23 | -0.7 | 2 | -1 | 2 | 100
24 | -0.1 | -2 | 1 | -7 | 93
25 | 2.1 | 1 | 0 | -9 | 95
26 | 0.1 | -14 | 3 | -14 | 96
27 | -0.5 | -7 | -1 | 4 | 104
28 | -2.6 | 4 | 3 | 17* | 93
29 | 1.0 | 0 | 0 | 0 | 91
30 | -2.5 | -2 | 1 | 11 | 102

HTR2A ag: entries above that show a hit
item	Compound	CaV13 FRET inh	ABHD5 PLIN5 PPI	MC4R antag cAMP	PDI inh	MC4R ag barr	Granule exo inh	Glyco luc inh	HTR2A ag	ABCB6 inh 2
3	COc1ccccc1NC(=O)c1ccccc1SCC(=O)N1CCCC1	-14	-1	6	-4	-2.5	-4	-1	14*	96
28	CCc1nn2c(=O)cc(COC(=O)c3cc(Cl)c(OC)c(OC)c3)nc2s1	-16	-5	1	2	-2.6	4	3	17*	93

Retrieved by structure from above (3):
nr | molecule | CaV13 FRET inh | ABHD5 PLIN5 PPI | MC4R antag cAMP | Cardio protect | PDI inh
7 | COC(=O)COc1c(/C=C\c2nc(O)c([N+](=O)[O-])c(=O)[nH]2)cccc1OC | -20 | 18 | 3 | 0 | 6
29 | Cc1cc(N)ccc1NC(=O)c1ccccc1 | -4 | 2 | 3 | -1 | 5
4 | COc1ccc(S(=O)(=O)N2CCN(S(=O)(=O)c3ccc(C(F)(F)F)cc3)CC2)cc1C | -4 | 1 | -3 | -5 | 3

nr | MC4R ag barr | Granule exo inh | Glyco luc inh | HTR2A ag | ABCB6 inh 2
7 | -0.8 | -4 | 2 | 0 | 98
29 | 1.0 | 0 | 0 | 0 | 91
4 | -3.7 | -1 | 5 | 1 | 88

More results follow.
nr | molecule | CaV13 FRET inh | ABHD5 PLIN5 PPI | MC4R antag cAMP | Cardio protect | PDI inh
31 | Cc1cc(=O)n2nc(N3CCCC(C(=O)NCc4cccc(Cl)c4)C3)sc2n1 (configuration not stated) | -4 | 9 | 0 | 6 | 5
32 | CCO[C@@H]1OC(C(=O)N2CCN(Cc3ccccc3)CC2)=C[C@H](c2coc3ccccc3c2=O)[C@H]1CCCO | -11 | -1 | 7 | . | 13
33 | COc1ccc(C2C(C(C)=O)=C(O)C(=O)N2C)c(OC)c1 (configuration not stated) | . | -19 | -3 | -1 | 2
34 | O=C(NC1CCCCC1)C(c1ccco1)N(Cc1cccnc1)C(=O)C1COc2ccccc2O1 (configuration not stated) | -3 | -1 | 8 | 6 | -4
35 | CC(=O)Nc1ccc(NC(=O)c2cc(-n3cnnc3)ccc2Cl)cc1 | -2 | -10 | -7 | 0 | -1
36 | O=C(Cc1ccc(Cl)cc1)Nc1cccnc1 | -5 | -3 | 17 | 0 | 4
37 | Nc1ccc(S(=O)(=O)N2CCCC2C(=O)O)cc1 (configuration not stated) | -4 | -1 | 10 | -2 | -1
38 | C=C(C)CSc1nc2ncc(Cl)cc2[nH]1 | -6 | -3 | 4 | 1 | -2
39 | CNS(=O)(=O)c1cc(S(=O)(=O)NC)c2cccc3c2c1NC3=O | 10 | -8 | 4 | -2 | 1
40 | COCCn1c(CN2CCN(C(c3ccccc3)c3ccccc3)CC2)nc2c1c(=O)n(C)c(=O)n2C | -4 | 5 | 13 | 0 | 0
41 | NS(=O)(=O)c1ccc(CCNC(=O)CN2CCN(c3ccccc3F)CC2)cc1 | -2 | -4 | 6 | 3 | -7
42 | C=CC[n+]1c(-c2ccc(C)cc2)csc1NNC(=O)Nc1ccccc1 | -6 | -13 | 3 | -16 | -4
43 | Cc1ccc(C(C)C)cc1OCC(=O)Nc1ccc(N2CCCCC2)cc1 | -2 | -14 | 6 | -16 | 1
44 | CCN(c1ccc(NC(=O)COC(=O)/C=C/c2ccco2)cc1)C(C)C | -5 | -10 | 11 | -3 | -3
45 | COc1cc2nc(CN3CCN(S(=O)(=O)c4ccccc4[N+](=O)[O-])CC3)[nH]c(=O)c2cc1OC | -13 | 8 | 5 | 22 | 5
46 | OC(CN1CCN(c2ccccc2)CC1)c1ccc2c(c1)CCN2 (configuration not stated) | -5 | 3 | 10 | 6 | .
47 | COc1ccccc1-c1cc2c(c3c1ccn3C)C1CCC2O1 (configuration not stated) | -5 | -8 | . | 1 | .
48 | Cc1cc(C)c(S(=O)(=O)N2CCC(C(N)=O)CC2)cc1C | -5 | -7 | 12 | -3 | 0

nr | MC4R ag barr | Granule exo inh | Glyco luc inh | HTR2A ag | ABCB6 inh 2
31 | 0.7 | -12 | 4 | 4 | 96
32 | 2.2 | 8 | 1 | 0 | 97
33 | -1.9 | 4 | 0 | 1 | 115
34 | 0.3 | -2 | -2 | 2 | 94
35 | -1.2 | -2 | 2 | 16* | 106
36 | 2.1 | 1 | 2 | -1 | 100
37 | 2.8 | 1 | 1 | 4 | 103
38 | 1.9 | -3 | 0 | -1 | 86
39 | 0.6 | 2 | 2 | 6 | 94
40 | -1.5 | -1 | 2 | -4 | 101
41 | -0.4 | -5 | 2 | 1 | 105
42 | -0.1 | 1 | -4 | 0 | 99
43 | -1.9 | -3 | -1 | -2 | 105
44 | 2.8 | -3 | 0 | -11 | 102
45 | -0.4 | -10 | 5 | 0 | 94
46 | -1.5 | 0 | -2 | 11 | 99
47 | . | -3 | 1 | 4 | 100
48 | 2.9 | -1 | 1 | -2 | 101

Screens deposited in PubChem by several laboratories.
